Screens as filed in PubChem BioAssay.
CCR6 antag: CCR6 (human) receptor antagonism; P51684; CHO-K1 CCR6 PathHunter beta-arrestin, luminescence, CCL20-stimulated; inhibition, % at 20 µM; actives 0.49% (n = 340,000); AID 493098;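 active = compounds whose inhibition of the agonist-driven luminescence signal at 20 µM reaches about 50%, limit read from the data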;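 also: cells stimulated with CCL20 at 14 nM final; plate controls were DMSO with CCL20 for no effect and DMSO without agonist for full effect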
UBC13 inh: human UBC13 polyubiquitination inhibition; UBC13 polyubiquitin chain formation, TR-FRET; AID 485273; inhibition, % at 20 µM; actives 0.47% (n = 330,000); P61088; in the data active = inhibition above about 45%, passing the limit was not always enough
Jurkat NFkB inh: inhibitors of the PMA/ionomycin-induced NF-kB reporter in Jurkat cells; inhibition, % at 4 µM; actives 0.53% (n = 330,000); PMA/ionomycin-induced NF-kB luciferase reporter, luminescence
697 NFkB inh: inhibitors of the PMA/ionomycin-induced NF-kB reporter in 697 B cells; inhibition, % at 4 µM; actives 0.33% (n = 330,000); 697 B-cell NF-kB luciferase reporter, 16 h; in the data active = inhibition above about 35%
SENP8 block: SENP8 protease inhibition; Q96LD8; inhibition, % at 10 µM; actives 1.2% (n = 330,000); purified SENP8, Z-RLRGG-aminoluciferin cleavage, luminescence
EBI2 antag: EBI2 (human) antagonism; EBI2 beta-arrestin recruitment, luminescence, 7a,25-OHC stimulated; P32249; inhibition, % at 5 µM; actives 0.81% (n = 360,000); in the data active = inhibition above about 38%;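 also: enzyme fragment complementation signal reports receptor beta-arrestin coupling in cells; 0% = agonist plus DMSO wells and 100% = wells without agonist; some results beyond the cut were filed as inactive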
Apaf1 inhib: inhibitors of human Apaf-1 apoptosome; reconstituted apoptosome caspase-3 activity, DEVD-Rh110 fluorescence; inhibition, % at 20 µM; AID 489030; actives 0.71% (n = 330,000); active = inhibition of at least 40% at 20 µM;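 also: plate controls were DMSO wells for no effect and DEVD-CHO caspase inhibitor wells for full effect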
Target sequence (O14727 whole entry, looked up): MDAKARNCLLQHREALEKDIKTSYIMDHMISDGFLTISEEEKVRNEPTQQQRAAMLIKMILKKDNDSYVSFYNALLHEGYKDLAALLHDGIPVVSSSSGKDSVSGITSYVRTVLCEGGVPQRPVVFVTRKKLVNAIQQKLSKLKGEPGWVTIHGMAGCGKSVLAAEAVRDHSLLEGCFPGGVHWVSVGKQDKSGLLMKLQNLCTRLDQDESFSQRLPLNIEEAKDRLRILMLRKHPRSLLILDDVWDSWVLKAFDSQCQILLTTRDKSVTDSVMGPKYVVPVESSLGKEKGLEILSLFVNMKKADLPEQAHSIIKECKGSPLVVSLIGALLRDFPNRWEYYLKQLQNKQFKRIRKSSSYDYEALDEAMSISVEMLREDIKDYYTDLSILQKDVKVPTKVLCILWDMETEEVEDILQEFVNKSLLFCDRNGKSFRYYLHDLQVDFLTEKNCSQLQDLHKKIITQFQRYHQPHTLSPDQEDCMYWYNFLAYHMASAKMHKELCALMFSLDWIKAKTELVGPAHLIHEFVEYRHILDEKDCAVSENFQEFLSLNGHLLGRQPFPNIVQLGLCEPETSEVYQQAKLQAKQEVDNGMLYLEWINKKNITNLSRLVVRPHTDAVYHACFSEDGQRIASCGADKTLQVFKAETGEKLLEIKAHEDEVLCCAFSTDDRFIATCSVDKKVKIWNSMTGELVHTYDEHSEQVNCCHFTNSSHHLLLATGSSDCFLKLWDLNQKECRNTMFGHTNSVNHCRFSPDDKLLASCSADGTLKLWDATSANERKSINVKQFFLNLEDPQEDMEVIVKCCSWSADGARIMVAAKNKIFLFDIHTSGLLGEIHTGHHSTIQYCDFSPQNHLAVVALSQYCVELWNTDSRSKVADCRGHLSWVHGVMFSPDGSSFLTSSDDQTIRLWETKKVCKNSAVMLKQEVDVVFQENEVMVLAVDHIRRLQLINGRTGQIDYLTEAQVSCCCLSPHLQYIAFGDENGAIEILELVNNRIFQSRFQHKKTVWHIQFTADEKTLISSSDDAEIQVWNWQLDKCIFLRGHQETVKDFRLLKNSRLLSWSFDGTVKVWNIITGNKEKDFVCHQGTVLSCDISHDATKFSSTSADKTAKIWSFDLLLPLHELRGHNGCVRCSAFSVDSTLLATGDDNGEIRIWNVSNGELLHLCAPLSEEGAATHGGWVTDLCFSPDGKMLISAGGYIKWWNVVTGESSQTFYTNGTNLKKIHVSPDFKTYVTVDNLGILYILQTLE
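Assay system – apoptosome proteins · Medium – Hepes buffer, pH 7.5 · Also added – cytochrome c with DEVD-Rh110 · Timing – 30 min compound preincubation, 50 min activation, room temperature · Detection – Rh110 fluorescence, excitation 480 nm, emission 540 nm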
Gli-Sufu block: Gli-Sufu pathway antagonism | Sufu-KO-LIGHT fibroblasts, Gli luciferase reporter luminescence | inhibition, % at 5 µM | actives 0.74% (n = 340,000);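 active = inhibition above about 55%, limit read from the data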;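 also: 0% = DMSO-treated cells and 100% = wells with medium but no cells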
The depositor's hits bear a star; i = inactive; x = no result given. Rule as the data show it, unless noted: active = inhibition above about 50%; inactive = the rest. This is a subset; rates above refer to the full screens.

SMILES	CCR6 antag	UBC13 inh	Jurkat NFkB inh	697 NFkB inh	SENP8 block	EBI2 antag	Apaf1 inhib	Gli-Sufu block
Cc1ccccc1NC(=O)C(Cl)=C(Cl)Cl	12	-10	12	-28	-10	14	5	-1
O=C(N/C(=C/c1ccccc1)C(=O)N1CCCCC1)c1ccc(Br)o1	5	-9	-7	3	-18	-13	0	-7
Cc1ccc(Cn2c(Sc3ncccn3)nc3c2c(=O)[nH]c(=O)n3C)cc1	-6	-9	-11	-16	-5	-1	12	1
O=C1Nc2ncccc2OC1CCCl (stereo not given)	8	-3	0	5	6	-2	15	-7
CCOC(=O)c1c(C=O)c(C)n(Cc2ccc(C)cc2)c1C	5	20	1	-6	-7	11	11	1
CCCOc1ccc(N2C(=O)CC(SC(=NC)Nc3ccc(F)cc3)C2=O)cc1 (stereo not given)	14	-6	-3	-44	-7	1	3	-6
COc1ccc(C2CC(c3ccccc3)=NN2C(=O)COC(=O)c2cccnc2)cc1 (stereo not given)	0	13	-7	-11	6	5	17	8
CCOc1ccccc1/C=N/NC(=O)c1cccc(Cl)c1	2	4	6	16	0	-20	9	-1
COc1ccc(-c2ccc(CCC(=O)O)n2CC2CCCO2)cc1 (stereo not given)	2	-10	-16	-8	-10	6	5	-4
O=C1c2ccccc2NC(c2cccc([N+](=O)[O-])c2)N1O (stereo not given)	3	2	-10	-20	-4	4	10	1
CCc1ccc(C2NC(=O)c3ccccc3O2)cc1 (stereo not given)	-2	6	3	7	3	-24	-1	-3
CCC(C)n1ncn(-c2ccc(N3CCN(c4ccc(OC)cc4)CC3)cc2)c1=O (stereo not given)	12	6	11	9	9	-5	2	7
O=C(Nc1ccc([N+](=O)[O-])cc1)Nc1ccc2c(c1)OCCO2	5	11	-120	-105	-17	10	8	-68
COc1cc2cc(CCOC(=O)CCCC(=O)O)oc(=O)c2cc1OC	4	-9	-4	21	-17	-1	-2	-8
Cc1ccsc1/C=N/NC(=O)CNC(=O)c1cccc([N+](=O)[O-])c1C	-5	-7	-20	1	-4	-2	3	-4
Cc1ccc(NS(=O)(=O)c2ccccc2)c2c1CC(C)(C)O2	0	6	1	3	1	5	-3	1
Cc1ccc(S(=O)(=O)Nc2cccc3c2O[C@H](CN(C)Cc2ccccc2)[C@@H](C)CN([C@H](C)CO)C3=O)cc1	0	-9	-3	-4	-5	-6	10	-10
Cc1cnn(C(=O)c2cc(-c3ccccc3)nc3ccccc23)c1	-1	4	-17	-11	-1	-13	12	6
Cn1nc(C(=O)NCCOc2ccccc2)c2ccccc2c1=O	15	-4	-11	-2	-5	0	-13	0
COc1ccc(N2C(=O)CC(NCCNc3ccc([N+](=O)[O-])cn3)C2=O)cc1 (stereo not given)	6	-11	11	-5	2	-11	-10	1
Cc1cnc(=O)[nH]c1SCC(=O)Nc1nccs1	-4	-3	-7	-9	-3	-2	0	4
Cc1ccc(S(=O)(=O)C2(C(=O)NC3CCCCC3)CC2)cc1	-7	-8	7	-8	13	-4	12	-1
CCC(Sc1nc2ccccc2c(=O)n1CCN1CCOCC1)C(=O)NCc1cccnc1 (stereo not given)	2	3	-4	-9	-1	2	-10	3
CCOC(=O)CSc1nnc(SCCN2C(=O)c3ccccc3C2=O)s1	-8	-1	-4	0	3	-15	12	18
CC1CCCC(C)N1C(=O)CNCc1ccc2c(c1)OCO2 (stereo not given)	-1	2	10	5	0	12	-12	3
O=c1/c(=C\c2ccc3c(c2)OCO3)sc2n1CCCN=2	-6	-4	-128	-159	55*	4	-9	-72
COc1ccc([C@H]2CC(=O)C=C(c3cccc(NC(C)=O)c3)C2)cc1	7	-2	-10	-2	-15	0	14	4
Cc1ccc(-n2c(SCC(=O)NCc3ccco3)nnc2-c2cccnc2)c(C)c1	13	-10	-11	4	-6	-13	13	1
CC(C)N1C(=O)C2C(c3ccccc3O)NC(C)(C(=O)O)C2C1=O (stereo not given)	-4	3	6	-5	9	-4	-2	4
COC(=O)CN1C(=O)[C@H]2[C@@H](C3CC3)N3C(=O)CN(Cc4ccccn4)C(=O)[C@@]3(Cc3ccccc3)[C@H]2C1=O	3	1	13	5	-3	-10	-6	0
CC(C)[C@H](NC(=O)c1ccccc1Cl)C(=O)NC1CCCCCC1	-3	1	-13	-21	2	-2	-6	8
CSc1ccccc1C(=O)N1CCN(c2cccc(Cl)c2)CC1	6	1	33	-9	5	7	14	-5
CN1CCN(S(=O)(=O)c2ccc(N(C)Cc3c(F)cccc3Cl)nc2)CC1	5	0	-2	7	-9	2	5	-8
O=C(CN1C(=O)NC2(CCCC2)C1=O)NCc1ccc(F)cc1	-4	2	14	17	5	-5	1	-4
CCN1CCc2c(OCc3ccccc3)cccc2C1=O	-11	-8	7	-15	-12	1	-14	-13
CCOC(=O)N/N=C1\CCc2ccccc21	4	0	-15	-10	-18	-1	-5	x
O=C(COC(=O)c1ccc(O)cc1O)Nc1ccc(Cl)cn1	8	-9	2	16	3	6	-9	-16
O=C(N/C(=C\c1ccc(Br)cc1)C(=O)N1CCOCC1)c1ccc([N+](=O)[O-])cc1	-8	0	1	14	5	-4	10	16
C=CCNc1oc(Cc2cccc3ccccc23)nc1C#N	7	20	5	-23	7	-4	6	11
CCOC(=O)c1c(C)[nH]c(C(=O)CN2C(=O)NC(C)(C)C2=O)c1C	4	-2	-1	18	8	-4	-4	-9

Compounds from the list above that have an NH in an aromatic ring (three):
SMILES	CCR6 antag	UBC13 inh	Jurkat NFkB inh	697 NFkB inh	SENP8 block	EBI2 antag	Apaf1 inhib	Gli-Sufu block
Cc1ccc(Cn2c(Sc3ncccn3)nc3c2c(=O)[nH]c(=O)n3C)cc1	-6	-9	-11	-16	-5	-1	12	1
Cc1cnc(=O)[nH]c1SCC(=O)Nc1nccs1	-4	-3	-7	-9	-3	-2	0	4
CCOC(=O)c1c(C)[nH]c(C(=O)CN2C(=O)NC(C)(C)C2=O)c1C	4	-2	-1	18	8	-4	-4	-9

(next part)
SMILES	CCR6 antag	UBC13 inh	Jurkat NFkB inh	697 NFkB inh	SENP8 block	EBI2 antag	Apaf1 inhib	Gli-Sufu block
COC(=O)c1c(NC(=O)CC2SC(N)=NC2=O)sc(C)c1C (stereo not given)	9	1	6	16	-10	0	-6	-14
COC(=O)c1sccc1S(=O)(=O)Nc1ccc(C)cc1	0	5	11	-3	-2	1	-7	-2
Cn1c(Cc2ccccc2)nnc1SCc1ccc(C(=O)O)cc1	4	-5	-9	-17	-1	-8	3	-5
Cc1cccc(C(=O)NCC2CCN(C(=O)c3cccc(C)c3)CC2)c1	13	0	9	16	-2	0	7	-1
CCOC(=O)Cc1nnc(NC(=O)CSc2ccc(Cl)cc2)s1	1	7	0	3	1	-5	0	-22
C[C@@H](C(=O)N1CCN(C(=O)OC(C)(C)C)CC1)n1cc(CCC(=O)O)nn1	4	7	13	6	-6	5	-5	-1
CCc1cccc(NC(=O)CSCc2nc3sc(C)c(C)c3c(=O)[nH]2)c1	10	16	5	13	6	-3	-7	1
CSCCOC(=O)C1=C(C)NC(=O)NC1c1ccc2c(c1)OCO2 (stereo not given)	5	-2	-7	-12	-7	-4	5	33
NC(=O)CCC(NC(=S)Nc1ccccc1)C(=O)O (stereo not given)	13	13	-7	11	6	6	-31	-20
O=C(O)CCCC(=O)Nc1ccc(N2CCCC2)cc1	-24	-21	-9	-9	-4	9	1	-2
COc1ccc(CCNC(=O)COc2nsnc2N2CCOCC2)cc1OC	2	4	-10	-3	3	-10	-3	6
CCn1c(SCC(=O)NC2CC2)nnc1C(C)Oc1ccccc1 (stereo not given)	7	1	-2	9	3	-2	-4	-19
CCOC(=O)c1c(C)oc2c1c(C(c1cccnc1)N1CCOCC1)c(O)c1ccccc12 (stereo not given)	-4	6	-70	-52	1	5	19	-2
COc1ccccc1/C=N/NC(=O)C(=O)N1CCN(c2ccccc2OC)CC1	-1	-8	-6	-17	-2	-15	-2	-7
CC(=O)Nc1ccc(S(=O)(=O)NC(CC(=O)NCCC2=CCCCC2)C(C)C)cc1 (stereo not given)	11	-2	-6	19	4	3	-6	2
COc1ccc(C(=O)OCC(=O)Nc2c(C)cccc2C)c(OC)c1OC	12	-15	-8	-9	-8	4	0	47
COC(=O)Cn1c(C)nc(=O)c(-c2ccccc2)c1C	-14	-1	0	12	-7	-14	2	5
Cn1c(C(=O)NCc2ccccc2)cc2oc3ccccc3c21	3	7	-96	i	-5	42	23	-29
Cc1ccccc1NC(=O)Cn1nnc2ccccc21	6	4	-6	-6	-7	15	-5	-11
CCOP(=O)(OCC)C(NC(=O)Nc1c(C)cc(C)cc1C)c1ccccc1 (stereo not given)	8	4	6	14	-2	-1	-3	4

Single records (already shown). Order of values: CCR6 antag | UBC13 inh | Jurkat NFkB inh | 697 NFkB inh | SENP8 block | EBI2 antag | Apaf1 inhib | Gli-Sufu block
Entry for `NC(=O)CCC(NC(=S)Nc1ccccc1)C(=O)O` (stereo not given) = 13 | 13 | -7 | 11 | 6 | 6 | -31 | -20
Entry for `Cn1c(Cc2ccccc2)nnc1SCc1ccc(C(=O)O)cc1` = 4 | -5 | -9 | -17 | -1 | -8 | 3 | -5
Entry for `COC(=O)c1sccc1S(=O)(=O)Nc1ccc(C)cc1` = 0 | 5 | 11 | -3 | -2 | 1 | -7 | -2
Entry for `COC(=O)c1c(NC(=O)CC2SC(N)=NC2=O)sc(C)c1C` (stereo not given) = 9 | 1 | 6 | 16 | -10 | 0 | -6 | -14
Entry for `CCOC(=O)Cc1nnc(NC(=O)CSc2ccc(Cl)cc2)s1` = 1 | 7 | 0 | 3 | 1 | -5 | 0 | -22

The list continues:
SMILES	CCR6 antag	UBC13 inh	Jurkat NFkB inh	697 NFkB inh	SENP8 block	EBI2 antag	Apaf1 inhib	Gli-Sufu block
O=C(CN1CCCCC1)N1c2ccccc2Oc2ccccc21	4	1	-10	5	-11	-5	0	-3
CC(C)CC(NC(=O)C(COCc1ccccc1)NC(=O)OC(C)(C)C)C(=O)NN (stereo not given)	6	-2	-6	-1	-8	1	8	-12
CCc1ccc(C(C)NC(=O)COC(=O)c2ccc(-n3cnnn3)cc2)cc1 (stereo not given)	-3	-2	4	14	2	0	5	-5
O=C(OCc1ccccc1C(F)(F)F)c1cc([N+](=O)[O-])ccc1N1CCOCC1	22	-1	5	-16	-3	8	19	-7
